# Screening data as filed in PubChem.
# TbMetRS inhib – Trypanosoma brucei MetRS inhibition. purified T. brucei MetRS, ATP depletion, Kinase-Glo luminescence. inhibition, % at 11.9 µM. 0.4% of 360,000 active;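 active means inhibition above a per-plate cutoff of the control wells' mean inhibition plus 3 SD, cut at about 5.5% in these data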;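 further: 0% = DMSO wells median and 100% = median of wells with control inhibitor compound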
#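 technique = Kinase-Glo luminescence, ATP depletion format | system = purified MetRS (methionyl-tRNA synthetase) enzyme from Trypanosoma brucei | timing = 15 min preincubation, 2 h reaction, all 25 °C | evaluation = percent inhibition versus plate control medians | dosing = single dose, 11.9 µM final nominal, 0.9% final DMSO | also added = substrates ATP, L-methionine and bulk Escherichia coli tRNA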
# STEP inh – blocks human striatal-enriched tyrosine phosphatase; AID 588621; 0.25% of 360,000 active; inhibition, % at 20 µM; recombinant STEP, OMFP fluorogenic substrate, fluorescence; P54829;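 active means inhibition at 20 µM, scaled per plate between control wells, above about 37%, limit read from the data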;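 further: 0% = DMSO with enzyme and substrate and 100% = substrate only without enzyme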
#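 material = STEP tyrosine phosphatase | reagent = fluorogenic phosphatase substrate OMFP at 25 µM final | doses = single compound dose of 20 µM, 1% DMSO final | schedule = 20 min reaction, room temperature, in the dark | measured by = fluorescence, 480/540 nm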
# MsrA inh – bovine MsrA inhibition; AID 651718; inhibition, % at 15.5 µM; purified bovine MsrA, absorbance read-out; 0.75% of 360,000 active; in the data active means inhibition above about 4.5%;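 further: 0% = vehicle wells with enzyme and 100% = reference inhibitor wells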
# SUMO1-SIM PPI – alters human SUMO1 binding to SIM partners; P63165; SUMO1 binding to a labelled peptide, TR-FRET, 1 h; inhibition, % at 20 µM; 0.33% of 360,000 active; AID 602429; in the data active means inhibition above about 37%
# Target sequence (P63165 whole entry, looked up): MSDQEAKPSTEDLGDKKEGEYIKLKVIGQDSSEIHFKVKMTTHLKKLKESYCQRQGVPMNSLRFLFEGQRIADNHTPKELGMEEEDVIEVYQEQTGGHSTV
# LMPTP inh – blocks human LMPTP phosphatase | P24666 | recombinant LMPTP-A, OMFP fluorogenic substrate, fluorescence intensity | inhibition, % at 20 µM | 0.22% of 360,000 active;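 active means compounds that cut the enzyme signal by at least half of the control window in the single-dose screen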;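 further: plate controls were DMSO wells with enzyme plus substrate for no effect and substrate without enzyme for full effect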
#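 Test system – LMPTP-A enzyme · Amount – LMPTP-A at 0.625 nM final in the reaction · Buffer or medium – Bis-Tris pH 6.0, DTT, detergent · Reagent – OMFP 400 µM · Doses – single 20 µM dose · Schedule – reaction 50 min, room temperature, dark · Detection – fluorescence intensity of OMFP turnover product · Evaluation – percent inhibition versus substrate-only and uninhibited controls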
# MsrA act – activators of bovine methionine sulfoxide reductase A | purified bovine MsrA, absorbance read-out | activation, % at 10.6 µM | 0.3% of 360,000 active | AID 602163; in the data active means activation above about 7.5%;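 further: 0% = vehicle and 100% = reference activator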
# CendR NRP1 mod – NRP-1/CendR interaction modulation | O14786 | inhibition, % at 25 µM | 0.85% of 360,000 active | FAM-RPARPAR peptide binding to NRP-1, fluorescence polarization;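 active means inhibition or corrected inhibition above about 18%, plus a signal ratio from 0.5 to 1.5, limit read from the data, passing the limit was not always enough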; further: strong numbers were not always called active
# DNMT1 inh – inhibitors of human DNMT1. 0.83% of 360,000 active. inhibition (reported as % activation of signal), % at 10 µM. DNMT1 molecular beacon, Hinp1I cleavage, fluorescence. AID 588458. P26358; in the data active means inhibition above about 50%
# E coli Lon inh – E. coli protease La inhibition; P0A9M0; 0.42% of 360,000 active; purified E. coli Lon protease, fluorescence polarization; AID 602123; inhibition, % at 7.94 µM; in the data active means inhibition above about 13%, passing the limit was not always enough;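 further: 0% = enzyme with probe and DMSO and 100% = no enzyme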
# Target sequence (P0A9M0 whole entry, looked up): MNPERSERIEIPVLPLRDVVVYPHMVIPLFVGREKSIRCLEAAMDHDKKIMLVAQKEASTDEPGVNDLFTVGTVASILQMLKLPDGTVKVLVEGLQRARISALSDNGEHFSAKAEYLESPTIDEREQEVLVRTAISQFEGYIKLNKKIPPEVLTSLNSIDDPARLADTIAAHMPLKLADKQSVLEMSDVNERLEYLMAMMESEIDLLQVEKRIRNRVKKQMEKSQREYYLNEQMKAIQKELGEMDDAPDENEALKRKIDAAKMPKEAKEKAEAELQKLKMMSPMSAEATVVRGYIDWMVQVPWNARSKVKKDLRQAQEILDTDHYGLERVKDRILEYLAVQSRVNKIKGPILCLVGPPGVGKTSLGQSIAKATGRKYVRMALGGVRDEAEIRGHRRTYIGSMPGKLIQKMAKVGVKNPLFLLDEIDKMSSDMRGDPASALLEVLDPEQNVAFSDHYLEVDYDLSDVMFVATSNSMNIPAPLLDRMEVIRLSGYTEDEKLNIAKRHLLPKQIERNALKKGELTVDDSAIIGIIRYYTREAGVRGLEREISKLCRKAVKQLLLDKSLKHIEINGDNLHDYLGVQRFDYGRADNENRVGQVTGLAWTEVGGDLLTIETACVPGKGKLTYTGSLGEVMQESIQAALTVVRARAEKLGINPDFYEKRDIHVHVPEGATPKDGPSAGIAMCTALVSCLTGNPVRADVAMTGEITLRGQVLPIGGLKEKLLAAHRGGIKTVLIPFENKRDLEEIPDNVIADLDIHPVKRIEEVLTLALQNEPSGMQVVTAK
# Scp-1 inhibitor – inhibitors of human Scp-1 phosphatase; AID 493091; inhibition, % at 20 µM; 0.88% of 340,000 active; Q9GZU7; Recombinant Scp1, phosphopeptide, malachite green phosphate absorbance;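 active means inhibition above about 50% at 20 µM, limit read from the data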;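 further: plate controls were DMSO wells with enzyme for no effect and wells lacking enzyme for full effect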
# Target sequence (Q9GZU7 76-261 limits assumed): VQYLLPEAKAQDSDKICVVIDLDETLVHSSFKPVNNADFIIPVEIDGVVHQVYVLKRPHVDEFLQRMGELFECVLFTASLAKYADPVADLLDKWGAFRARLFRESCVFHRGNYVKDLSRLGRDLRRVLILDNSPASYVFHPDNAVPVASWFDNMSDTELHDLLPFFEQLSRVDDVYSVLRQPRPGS
#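 System: truncated SCP-1 phosphatase (76-261aa); medium: Tris acetate buffer pH 5.5 with MgCl2 and Tween-20; incubation: 45 min room-temperature reaction, 5 min colour, 30 min stabiliser; compound: single 20 µM dose, 1% DMSO; reagent: Phosphorylated 17-residue peptide substrate; read-out: % inhibition at 20 µM; technique: colorimetric free-phosphate detection, absorbance 630 nm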
# Active calls of the source: *; / = no result given.
# Order of results: TbMetRS inhib	STEP inh	MsrA inh	SUMO1-SIM PPI	LMPTP inh	MsrA act	CendR NRP1 mod	DNMT1 inh	E coli Lon inh	Scp-1 inhibitor
> COc1ccc(S(=O)(=O)NCC2CC3C=CC2C3)cc1OC (stereo not drawn)
 : -0.2	1	-0.7	2	0.7	-1	8	2	1	-15
> O=C(OC1CCS(=O)(=O)c2sccc21)c1ccccc1 (stereo not drawn)
 : -1.3	-9	0.2	-1	-0.7	-10	-2	1	-6	-3
> S=c1[nH]ncc2ccccc12
 : -0.4	1	4.0	-4	-3.6	0	4	-1	10	-4
> CCN(CC1COc2ccccc2O1)C(=S)Nc1ccc(F)cc1 (stereo not drawn)
 : -0.2	-1	-0.2	3	0.0	-3	11	0	0	-3
> Cc1noc(/C=C/N(C)C)c1S(=O)(=O)N1CCCC(C(=O)NCc2ccc(Cl)cc2)C1 (stereo not drawn)
 : -0.1	-5	0.9	3	-0.4	-6	-14	-3	-49	-3
> COc1ccc(CCNC(=O)c2cc(C)oc2C)cc1
 : -0.8	2	-1.0	2	0.0	-6	-6	-3	5	1
> C=CCNc1nc(=S)[nH]c2cc(OC)c(OC)cc12
 : -0.3	0	3.1	19	-1.5	-4	6	0	4	-10
> CC(OC(=O)c1ccc2ncsc2c1)C(=O)N(C)C1CCCCC1 (stereo not drawn)
 : -0.2	2	-0.7	8	-0.8	-3	-4	1	-8	-5
> CC(C)(C)c1ccc(C(=O)Nc2nonc2-c2nc3ccccc3[nH]2)cc1
 : 0.4	4	0.8	1	-2.0	-5	4	31	0	-1
> O=C(CNC(=O)c1ccc2c(c1)OCO2)N/N=C/c1cc(Br)ccc1O
 : 1.6	5	0.9	6	12	-3	-6	11	-5	9
> COc1cccc(-c2ccc(NC(=O)C3CCCN(Cc4cnc(C)n4C)C3)cc2)c1 (stereo not drawn)
 : -0.3	1	-0.5	1	-7.6	1	10	-5	-1	-2
> COc1ccc(CNC(=O)C(NS(=O)(=O)c2ccc3c(c2)CCCN3C(C)=O)C(C)C)cc1 (stereo not drawn)
 : -1.0	-4	-0.1	-1	-0.3	-8	-21	1	-14	1
> CC1(C)CN2C(=O)c3ccccc3C2(C)S1 (stereo not drawn)
 : -0.1	4	-0.8	1	-0.2	-4	10	0	2	-1
> CN(C)S(=O)(=O)N1CCN(CC(O)COc2ccc(C(=O)c3ccccc3)cc2)CC1 (stereo not drawn)
 : -0.6	-1	0.2	0	0.0	-3	-6	8	-4	-4
> COc1ccc(-n2nnnc2SCC(=O)c2cc3ccccc3o2)cc1
 : -1.2	0	-1.2	-19	1.9	-12	-7	0	-20	-13
> Cc1ccc(-c2cccc(C(=O)NCCc3ccccc3)n2)c2ccccc12
 : -0.3	0	1.5	5	5.7	-13	12	5	-3	-5
> COc1ccc(S(=O)(=O)N(C)C[C@H]2Oc3ccc(NC(=O)NC4CCCCC4)cc3C(=O)N([C@H](C)CO)C[C@@H]2C)cc1
 : -0.1	3	-0.2	6	-0.9	-6	7	-5	-10	-4
> Cc1ccc2c(c1)C1CN(C)CCC1N2S(=O)(=O)c1ccc(C#N)cc1 (stereo not drawn)
 : -0.3	-2	0.7	-2	-2.5	-4	1	1	5	-6
> CC(C)CCOP(=O)(c1ccc(N(C)C)cc1)C(O)c1ccccc1 (stereo not drawn)
 : -0.3	3	-1.1	1	1.3	-2	-5	3	-5	-3
> COCCNC(=O)CSc1nc2cc3c(cc2c(=O)n1CCCC(=O)NCCc1ccc(OC)c(OC)c1)OCO3
 : 0.3	-1	-0.1	2	-1.9	-2	11	4	-8	-7
> N/C(=N\OC(=O)c1cc(Cl)ccc1Cl)c1cccnc1
 : 0.0	9	-0.5	1	21	-2	4	5	-6	-9
> Cn1c(=O)c([N+](=O)[O-])c(NCc2ccccc2)c2ccccc21
 : 0.2	1	0.2	-1	0.7	0	-4	0	-1	-12
> Cc1cccc(C)c1NC(=O)COC(=O)/C=C/c1ccc(S(=O)(=O)N2CCOCC2)cc1
 : -0.2	-1	1.1	-1	0.0	-2	9	2	-3	-5
> O=C(COC(=O)c1cccc(S(=O)(=O)N2CCCC2)c1)Nc1ccccc1
 : 0.4	-2	-0.1	-1	-2.6	0	-3	-2	2	-3
> Cc1ccc(Nc2n[nH]c(C)c2[N+](=O)[O-])cc1C
 : -0.6	2	11*	-13	-0.9	-8	2	2	-1	-8
> COc1ccc(C(=O)N2CCN(S(=O)(=O)c3ccccc3)CC2)c(OC)c1
 : 0.0	-5	0.3	-3	-0.8	-3	7	2	4	-6
> COc1ccc(S(=O)(=O)N2CCC(C(=O)N[C@@H](C)C(=O)NCc3cccnc3)CC2)cc1
 : -0.1	-4	-0.6	4	-2.2	-2	-10	5	3	/
> CN1CCN(Cc2nc3ccccc3n2C)CC1CCO (stereo not drawn)
 : 0.0	-3	-0.9	2	-3.4	-3	2	2	6	-9
> CC(C)C(c1nnnn1CCc1ccccc1)N1CCOCC1 (stereo not drawn)
 : -0.5	10	-0.5	0	-1.7	-6	9	3	-7	0
> COc1ccccc1C(=O)Nc1ccc(S(=O)(=O)N2CCOCC2)cc1
 : -0.1	2	-0.1	3	-0.6	-4	9	2	-3	-15

# The list goes on; it opens with the 3 that closed the last part.
# Order of results: TbMetRS inhib	STEP inh	MsrA inh	SUMO1-SIM PPI	LMPTP inh	MsrA act	CendR NRP1 mod	DNMT1 inh	E coli Lon inh	Scp-1 inhibitor
> CN1CCN(Cc2nc3ccccc3n2C)CC1CCO (stereo not drawn)
 : 0.0	-3	-0.9	2	-3.4	-3	2	2	6	-9
> CC(C)C(c1nnnn1CCc1ccccc1)N1CCOCC1 (stereo not drawn)
 : -0.5	10	-0.5	0	-1.7	-6	9	3	-7	0
> COc1ccccc1C(=O)Nc1ccc(S(=O)(=O)N2CCOCC2)cc1
 : -0.1	2	-0.1	3	-0.6	-4	9	2	-3	-15
> Cc1ccc(NC(=O)C(=O)NCc2ccc(/C=N/NC(=O)c3c(C)nc4ccccn34)o2)cc1
 : -0.5	-2	2.6	-14	-1.3	-5	-17	-1	-12	-5
> COc1cc(Cl)ccc1OCc1cc(C(=O)N(C)Cc2cccc3cnccc23)no1
 : 0.1	5	-1.1	-10	1.4	-2	-8	-1	-8	-5
> CCCCNC(=O)Cc1ccc(C)cc1
 : -0.2	-6	-0.2	0	-1.2	0	0	1	-1	-3
> CC(C)[C@H](NC(=O)N1CCn2c1nc1ccccc12)C(=O)NC1CCCCC1
 : 0.2	-1	-0.6	1	-1.2	-7	10	-2	7	19
> CC(C)NC(=O)N1Cc2cc(C(=O)NC3CCC3)nc(-c3cccc(-c4cncnc4)c3)c2[C@H]1CCO
 : -1.2	/	-0.8	1	-1.6	-3	11	/	3	/
> Cc1sc(NC(=O)c2cc(-c3ccc(Cl)cc3)nc3ccccc23)c(C(N)=O)c1C
 : 3.2	3	0.7	0	14	-6	1	61*	1	2
> O=C(NCc1nnc2c(C(F)(F)F)cc(Cl)cn12)c1cccnc1
 : 0.0	0	0.5	1	-0.4	-2	-7	1	-2	-13
> O=C(CCNS(=O)(=O)c1ccccc1)NNC(=O)COc1ccc(Cl)cc1
 : 0.0	1	1.1	-6	0.0	-3	3	-1	15	-2
> CCCN(CCC)C(=O)NC1CC(=O)N(c2ccc(OC)cc2)C1 (stereo not drawn)
 : -0.1	1	-1.0	6	-1.1	-3	8	9	-1	-7
> O=C(NC1CCCC1)C(c1ccc(F)cc1)N(Cc1ccc(Cl)cc1)C(=O)CCl (stereo not drawn)
 : -0.4	5	0.2	-2	0.0	-4	6	16	4	-11
> Cc1ccc(N(C)S(=O)(=O)c2csc(C(N)=O)c2)cc1C
 : -0.4	-1	0.6	0	-1.8	-1	9	1	-11	-13
> Cc1ccc(-n2nc(C)c3c2OC(N)=C(C#N)C3c2ccco2)cc1 (stereo not drawn)
 : -0.7	-7	0.8	-6	-0.1	-4	-3	-11	5	6
> COCCN(C(=O)CSc1nncn1-c1ccccc1)c1c(N)n(Cc2ccccc2)c(=O)[nH]c1=O
 : 0.2	-4	1.2	1	-1.0	-3	1	-1	-6	-5
> Cc1cc(S(=O)(=O)NCc2ccccc2)ccc1OCC(=O)NCc1ccccn1
 : -0.8	-1	0.0	-5	-0.2	-1	2	2	-6	0
> O=C(/C=C/c1ccccc1)Nc1cc(S(=O)(=O)N2CCOCC2)ccc1N1CCOCC1
 : 0.3	2	-0.9	-2	-0.3	-1	1	2	-1	0
> O=C(Cc1ccc(-n2c(=O)c3ccccc3n(Cc3ccc(F)cc3)c2=O)cc1)NCC1CCCO1 (stereo not drawn)
 : -0.2	2	-0.4	40*	0.0	-3	-11	1	-3	-30
> c1cc(-c2cc3nc(NC4CCCCC4)ccn3n2)ccc1OCCN1CCOCC1
 : -0.3	1	0.3	-6	3.2	3	-13	8	-1	/
> O=C(O)c1ccccc1NS(=O)(=O)c1ccc(N/N=C/c2ccc(O)c(O)c2)c([N+](=O)[O-])c1
 : -0.1	3	4.8*	22	5.6	-8	9	-4	-6	18
> COc1ccc(/C=C/C(=O)c2sc(-c3ccccc3)nc2C)cc1
 : -0.2	2	-0.6	-1	2.8	-6	-12	5	-8	-11
> O=c1oc(-c2cccs2)nc2scc(-c3cccs3)c12
 : -1.2	2	-1.0	5	1.4	-4	-2	2	-3	-15
> Cc1ccc(-n2c(O)c(C=Nc3ccccc3-c3n[nH]c(=S)[nH]c3=O)c3ccccc3c2=O)cc1C
 : -0.9	7	1.1	20	4.2	-7	-95	8	7	-2
> C=CCn1c(N)nc2ccccc21
 : 1.1	0	-0.7	2	3.0	-3	4	0	-3	0
> COC(=O)c1cc2nc(-c3ccccc3)cc(C)n2n1
 : -0.6	4	0.7	-7	-0.4	-3	3	1	-15	12
> CCN(CC)S(=O)(=O)c1cc(NS(=O)(=O)c2cccc(C(=O)O)c2)ccc1C
 : -0.3	4	0.3	5	-2.4	1	8	-2	-6	-5
> COC(=O)[C@@H]1CC(O)CN1C(=O)C12CC3CC(CC(C3)C1)C2 (stereo partly drawn)
 : -0.3	0	-1.0	5	-1.5	-3	6	4	-8	-8
> N#C/C(=C\c1cc2ccccc2nc1N1CCCCC1)C(N)=O
 : -0.3	-2	2.4	-24	0.2	-2	-34	-5	15	-4
> CCOc1cccc(-c2ccc3nncn3c2)c1
 : -0.3	0	1.4	-7	-1.2	-3	3	5	3	/
> CN(Cc1cnccn1)C(=O)CC1C(=O)NCCN1Cc1c(F)cccc1Cl (stereo not drawn)
 : -0.4	-1	0.6	-5	-1.4	-3	2	-2	-1	-14
> COC(=O)c1ccccc1NS(=O)(=O)c1ccc(NC(C)=O)cc1
 : -0.6	-1	0.2	-1	0.6	-3	35*	-2	0	-5
